# HBB splicing – hemoglobin beta splicing modulation; HBB splicing reporter cell assay, activation; EGFP reporter with mutant IVS2-654 intron; response scale: normalised to 500 nM splice-correcting PNA; Potency, µM (series often up to 46.1 µM), for inactives: at the highest dose activation, actives largely listed as activators; 65,000 tested, 0.06% active; AID 925; note: potency is the fitted concentration of half-maximal effect; 0% is about no effect
#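 Compounds were applied for 2 days to HeLa EGFP-654 cells, 500/well in Optimem with 2% FCS. The reporter's EGFP is disrupted by mis-splicing of beta-globin intron IVS2-654. Readout: summed well GFP fluorescence from 488 nm laser scanning; reference was 500 nM antisense […] 654 PNA.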
# Pol III holo inh – inhibitors of bacterial DNA polymerase III holoenzyme; Potency, µM (series often up to 57.1 µM), for the others: top-dose activity change, negative = inhibition; 71,000 tested, 0.25% active; reconstituted DNA polymerase III holoenzyme replication, biochemical; note: potency is the fitted concentration of half-maximal effect; % is set by controls: 0 for no effect and ±100 for the full control effect
#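 Reconstituted *E. coli* holoenzyme (0.35 nM Pol III, 1 nM beta, 154 nM SSB, 2 nM primase) was preincubated with compound for 15 min at RT. Synthesis on 1.4 nM ssM13Gori ran 35 min, then was stopped with PicoGreen/EDTA and read as dsDNA fluorescence.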
# 4MU fluor – compounds fluorescent in 4-MU spectral region; compound autofluorescence, 340/450 nm, 4-MU equivalents; stronger effect = higher value; max dye-equivalent concentration, M; 59,000 tested, 11% active; AID 589; in the data active = max dye-equivalent concentration above about 10 nM; inconclusive = mostly about 1.1 nM to 9.6 nM
#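 Intrinsic fluorescence at 340/450 nm (ex/em) was read after 15 min at room temperature in pH 8.0, 100 mM Tris. Each compound concentration expressed as 4-MU-equivalent concentration from a six-point 4-MU standard series on each plate.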
# BRCT inh green – BRCA1 BRCT-phosphoprotein interaction inhibition | P38398 | BRCA1 BRCT-phosphopeptide binding, green fluorescence polarization | Potency, µM (titrated, usually from 76.9 µM), without a hit: top-dose activity change, negative = inhibition, usual class: inhibitors | 75,000 tested, 0.05% active | AID 875;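 note: potency is the fitted concentration of half-maximal effect; plate controls were peptide without protein for full effect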
# Target sequence (P38398 whole entry, looked up): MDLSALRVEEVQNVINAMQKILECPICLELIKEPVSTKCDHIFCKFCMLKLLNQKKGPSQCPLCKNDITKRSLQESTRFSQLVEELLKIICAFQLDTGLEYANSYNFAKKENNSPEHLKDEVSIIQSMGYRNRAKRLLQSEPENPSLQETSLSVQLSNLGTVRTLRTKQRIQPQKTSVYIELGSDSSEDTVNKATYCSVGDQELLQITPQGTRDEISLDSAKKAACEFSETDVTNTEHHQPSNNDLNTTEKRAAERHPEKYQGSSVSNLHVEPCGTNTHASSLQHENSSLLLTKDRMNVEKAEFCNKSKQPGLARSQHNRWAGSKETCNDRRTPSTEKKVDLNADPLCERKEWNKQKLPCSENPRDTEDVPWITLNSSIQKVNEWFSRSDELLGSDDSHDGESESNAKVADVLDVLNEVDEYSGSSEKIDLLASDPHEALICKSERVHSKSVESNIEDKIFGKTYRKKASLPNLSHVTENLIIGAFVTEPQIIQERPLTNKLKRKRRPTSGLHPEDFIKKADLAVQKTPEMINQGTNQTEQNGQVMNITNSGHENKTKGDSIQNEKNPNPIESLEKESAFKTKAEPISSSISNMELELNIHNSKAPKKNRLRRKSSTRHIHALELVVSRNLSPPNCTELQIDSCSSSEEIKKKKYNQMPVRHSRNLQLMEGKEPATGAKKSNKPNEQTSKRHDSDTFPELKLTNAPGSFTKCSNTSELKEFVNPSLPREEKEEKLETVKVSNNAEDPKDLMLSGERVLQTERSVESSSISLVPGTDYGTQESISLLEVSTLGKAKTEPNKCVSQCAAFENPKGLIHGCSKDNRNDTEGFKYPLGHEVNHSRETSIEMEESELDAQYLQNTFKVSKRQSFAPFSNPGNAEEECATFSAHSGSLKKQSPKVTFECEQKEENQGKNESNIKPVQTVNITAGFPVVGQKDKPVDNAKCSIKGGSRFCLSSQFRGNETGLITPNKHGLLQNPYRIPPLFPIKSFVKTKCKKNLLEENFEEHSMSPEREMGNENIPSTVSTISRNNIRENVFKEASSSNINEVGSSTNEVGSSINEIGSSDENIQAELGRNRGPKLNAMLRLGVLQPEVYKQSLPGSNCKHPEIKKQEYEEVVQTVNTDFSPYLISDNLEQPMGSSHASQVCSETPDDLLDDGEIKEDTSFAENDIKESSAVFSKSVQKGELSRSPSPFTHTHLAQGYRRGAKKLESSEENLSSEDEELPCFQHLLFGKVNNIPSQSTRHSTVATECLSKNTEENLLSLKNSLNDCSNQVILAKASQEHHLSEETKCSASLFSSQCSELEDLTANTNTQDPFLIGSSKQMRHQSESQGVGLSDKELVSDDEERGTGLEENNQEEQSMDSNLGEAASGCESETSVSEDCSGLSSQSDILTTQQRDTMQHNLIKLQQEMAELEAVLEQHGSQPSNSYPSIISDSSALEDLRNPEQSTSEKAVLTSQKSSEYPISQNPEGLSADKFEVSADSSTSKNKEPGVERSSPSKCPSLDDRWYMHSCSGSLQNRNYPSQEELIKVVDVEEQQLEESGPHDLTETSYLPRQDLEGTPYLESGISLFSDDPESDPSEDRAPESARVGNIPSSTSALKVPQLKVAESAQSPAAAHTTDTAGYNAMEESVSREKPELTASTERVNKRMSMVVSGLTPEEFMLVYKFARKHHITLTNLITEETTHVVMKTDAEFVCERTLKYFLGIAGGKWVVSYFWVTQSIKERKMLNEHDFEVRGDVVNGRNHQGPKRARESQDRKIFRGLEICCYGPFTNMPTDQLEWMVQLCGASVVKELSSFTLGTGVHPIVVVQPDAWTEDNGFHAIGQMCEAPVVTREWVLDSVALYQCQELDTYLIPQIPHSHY
#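 Fluorescence polarization: His-tagged BRCT (~35 kDa BRCA1 C-terminus, 250 nM) bound to 100 nM fluorescein-labeled phosphorylated 10-aa BACH1 peptide, pH 7.3 phosphate buffer with DTT and Tween 20. Compounds incubated 12 min at room temperature; inhibition read as lowered polarization.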
# Epigenetic mod – derepresses silenced GFP locus in mouse C127i cells | mouse C127i GFP locus derepression, cytometry, 30 h | Potency, µM (highest dose often 46.1 µM), inactives show top-dose GFP derepression (activation) | 68,000 tested, 0.09% active | AID 597; note: % of control where 0% means no effect
#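 Read-out is the number of GFP-positive cells, scored as fluorescent objects 20 to 120 um wide, reflecting derepression of a silenced CMV-GFP reporter in murine C127i cells after 30 h compound exposure at 37 C.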
# Ub-GFP proteasome – proteasome inhibitors stabilizing ubiquitin-GFP reporter; 67,000 tested, under 10 active; Potency, µM (top dose mostly 45.9 µM), inactives show at the highest dose activation (GFP accumulation), most hits filed as activators; Ubiquitin-GFP reporter cells, proteasome inhibition, GFP fluorescence; response scale: untreated = 0%, 10 µM MG-132 = 100%; active = well fitted activation curve with a large enough effect, not every such curve was filed as active; inconclusive = small, poorly fitted or top-dose-only effect, or another doubt; inactive = no such curve, though single readings can be large or run the other way; note: potency is the fitted concentration of half-maximal effect
#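 U2OS cells stably expressing ubiquitin(G76V)-GFP, seeded overnight in 0.5% FBS medium, were exposed to compounds (qHTS, 46 uM to 2.9 nM) for 4 hr at 37 °C. GFP-positive cells were counted by laser cytometry (488 ex/515 em), normalized between basal and 10 uM MG-132.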
# BRCT inh red – disrupts BRCA1 BRCT binding to phosphoprotein, red fluorophore readout | BRCT-phosphopeptide binding, red fluorescence polarization | Potency, µM (top dose mostly 76.9 µM), for inactives: at the top dose activity change, negative = inhibition, hits mostly inhibitors | AID 892 | 75,000 tested, 0.03% active; note: % is set by controls: 0 for no effect and ±100 for the full control effect
#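 Fluorescence polarization: 100 nM His-tagged BRCA1 BRCT with 100 nM TAMRA-labelled phospho-BACH1 decapeptide, phosphate buffer pH 7.3 with 150 mM NaCl, DTT, 0.01% Tween 20; 12 min RT. Binding inhibition seen as FP decrease.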
# A350 autofl – compound fluoresces in the Alexa 350 spectral region; max dye-equivalent concentration, M; Compound autofluorescence, 340/450 nm, Alexa 350 dye-equivalents; stronger effect = higher value; 59,000 tested, 11% active; in the data active = max dye-equivalent concentration above about 10 nM; inconclusive = mostly about 1.1 nM to 9.6 nM
# CRE Fsk mod – CRE-bla signaling modulation under forskolin stimulation; CHO CRE-bla reporter (cAMP response element driving beta-lactamase), forskolin EC10, beta-lactamase ratio; Potency, µM (titrated, usually from 38.2 µM), for inactives: top-dose activity change, negative = inhibition, most hits filed as activators; 71,000 tested, 2.5% active; AID 662; active = well fitted activation curve with a large enough effect in the signal ratio, with a control signal flat, not every such curve was filed as active; inconclusive = small, poorly fitted or top-dose-only effect, or effect the other way, or a change in a side signal; the % refers to the signal ratio; note: potency is the fitted concentration of half-maximal effect; % of control where 0% means no effect
#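 Modulation of forskolin signalling: compounds in titration series added with EC10 NKH 477 to CHO cells carrying a CRE-driven beta-lactamase reporter, 3 h, 37C. CCF4 FRET ratio (460/530 nm, ex 405 nm) gives %activity and AC50.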
# Hsp90 Hop PPI – changes Hsp90-Hop TPR2A binding signal, up or down; AlphaScreen TPR2A-His6 binding biotin-Hsp90 C-terminal peptide; Potency, µM (highest dose often 57 µM), inactives show top-dose activity change, negative = inhibition; 71,000 tested, 0.44% active; active = well fitted curve in either direction with a large enough effect; inconclusive = small, poorly fitted or top-dose-only effect, or another doubt; note: potency is the fitted concentration of half-maximal effect; % is set by controls: 0 for no effect and ±100 for the full control effect; many of its hits are not listed in these tables
# ALOX15 inhib – 15-hLO (ALOX15) enzyme inhibition. Potency, µM (doses to about 57.1 µM), without a hit: at the top dose activity change, negative = inhibition, most hits filed as inhibitors. 74,000 tested, 1.4% active. P16050. purified 15hLO-1, xylenol orange hydroperoxide absorbance; note: potency is the fitted concentration of half-maximal effect; % is set by controls: 0 for no effect and ±100 for the full control effect; nearly all actives have a fitted effect of over 55% in size
#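 Purified human 15hLO-1 (40 nM) in 25 mM Hepes pH 7.5, 0.01% Triton X-100, preincubated 15 min RT with compound, then 50 uM arachidonic acid for 6 min. Hydroperoxide read by ferrous/xylenol orange, 30 min; 573/405 nm absorbance ratio gave progress.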
# Starred values were filed as active, the others as inactive; i = inactive; u = inconclusive; x = no result given; [ ] = remark or other dose. Unless noted, calls come from the whole dose curve; as a rule, active = well fitted curve in the direction sought with a large enough effect; inconclusive = small, poorly fitted or top-dose-only effect, or another doubt; inactive = no such curve, though single readings can be large; an effect the other way counts as inactive or inconclusive.
SMILES,HBB splicing,Pol III holo inh,4MU fluor,BRCT inh green,Epigenetic mod,Ub-GFP proteasome,BRCT inh red,A350 autofl,CRE Fsk mod,Hsp90 Hop PPI,ALOX15 inhib
COc1cc2[nH]c(=O)n(CCCC(=O)N3CC=C(c4ccccc4)CC3)c(=O)c2cc1OC,-0.5%,-8%,2.6e-08M*,0.7%,2%,4%,-1.2%,3.7e-08M*,4%,-5%,u
Nc1c(C(=O)NC2CCCC2)c2nc3ccccc3nc2n1/N=C/c1cccnc1,2.5%[0.369 µM],-5%,2.1e-08M*,-0.3%,-2%,x,-0.2%,2.2e-08M*,u,5%,-7%
O=C(CCn1c(=O)[nH]c2ccsc2c1=O)N1CCN(Cc2ccc3c(c2)OCO3)CC1,2.5%,-2%,i,0.7%,-2%,-8%,-1.3%,i,u,1%,-3%
COC(=O)c1c(C)n(-c2ccccc2)c2ccc(O)cc12,-4.7%,-5%,i,-0.1%,-1%,-11%,-1.7%,i,u,-1%,u
CC12CC(NC(=O)N1c1cccc(C(=O)N3CCN(c4ccccc4F)CC3)c1)c1ccccc1O2 (configuration not stated),2.2%,-3%,i,-2.4%,0%,3%,-0.2%,i,-7%,-6%,-15%
Cc1cc(C)nc(SCc2nnc(SCC#N)n2-c2cccc(Cl)c2)n1,0.2%[57.5 µM],-3%,i,0.9%,-2%,1%,0.3%,i,13%,-3%,5%
Cc1cc2ncn(S(=O)(=O)N3CCCCC3)c2cc1C,-1.2%,2%,i,6.0%,6%,1%,-2.7%,i,12%,0%,-4%
COc1cccc(Cn2c(=O)c(C)nc3cnc(OCc4ccccc4)nc32)c1,2.2%,-10%,i,0.3%,2%[9.22 µM],-2%,-0.2%,i,13µM*,4%,-5%
Cn1c(=O)c2c(nc(N3CCCC3)n2CC(O)CO)n(C)c1=O (configuration not stated),-0.7%,0%,i,-6.4%,0%,-2%,2.0%,i,-20%,-5%,-1%
CNc1ccnc(-c2ccccc2C(F)(F)F)n1,-1.1%,-5%,i,-1.6%,-1%[9.22 µM],6%,-0.3%,i,-1%,3%,9%
CCc1nc2sc3c(c2c(=O)n1N)CCC3,x,0%,i,-0.6%,3%,-5%,0.3%,i,u,-1%,-16%
O=C(Nc1ccc(NC(=O)C2CC2)nc1)c1ccccn1,x,2%,i,-1.3%,3%,-1%,-1.0%,i,3%,-5%,-5%
O=c1c2ccc(-c3nnc4n3-c3ccccc3SC4)cc2nc2n1CCCCC2,0.1%[57.5 µM],0%,i,-3.2%,2%,1%,1.2%,i,2%,0%,5%
c1ccc2c3c([nH]c2c1)-c1[nH]ncc1CC3,0.9%,0%,u,-0.8%,-2%,6%,-0.4%,u,-16%,-7%,7%
CN1C(=O)CSc2ccc(NC(=O)Nc3ccccn3)cc21,1.4%[0.369 µM],3%,i,15%,-4%,x,-2.0%,i,-19%,-9%,4%
O=C(NCCCN1CCOCC1)c1cc2cc(Cl)cc(Cl)c2oc1=O,-2.0%,-4%,u,-1.0%,-3%,-6%,-2.4%,u,1%,1%,1%
O=C1CC(c2cccs2)c2cc3c(cc2N1)OCO3 (configuration not stated),-0.2%[57.5 µM],2%,i,1.0%,3%,0%,1.5%,i,-5%,-6%,1%
O=C(Nc1ccccc1F)C1C2C=CC3(O2)C1C(=O)N(c1cccnc1)C3C(=O)NC1CCCCC1 (configuration not stated),x,4%,i,0.5%,0%,-1%,-0.1%,i,-7%,0%,8%
NCCc1nnc(SCc2ccccc2)o1,0.7%,-3%,u,-3.4%,-3%,13%,-0.1%,u,-16%,-4%,1%
COc1ccc(-n2c(=O)c(-c3cccs3)nc3cnc(N(C)C)nc32)cc1,1.8%,-5%,i,-2.0%,2%[9.22 µM],7%,0.9%,i,u,u,-5%
O=C(Nc1nc(-c2ccco2)cs1)c1ccccc1,x,-4%,i,3.1%,1%,2%,0.2%,i,-3%,-11%,16µM*
O=C(COC(=O)C12CC3CC(CC(C3)C1)C2)N1CCN(S(=O)(=O)c2ccccc2)CC1,-2.8%,1%,i,-1.4%,1%,-6%,-0.5%,u,0%,-3%,-2%
CCN(c1ccccc1)c1nc2ccsc2c(=O)s1,-0.3%,11%,1.1e-08M*,4.4%,0%,-7%,-0.8%,u,u,u,-12%
COc1cccc(OCC(O)CN(CCO)Cc2ccccc2)c1 (configuration not stated),-0.4%,2%,i,-1.3%,0%,-3%,-0.8%,i,0%,1%,3%
CN(C)c1ncc2nc(-c3ccc(Cl)cc3)c(=O)n(Cc3cccs3)c2n1,3.3%,2%,u,-2.5%,0%[9.22 µM],5%,-1.5%,u,u,u,-3%
CC(C)(C)OC(=O)NCCc1nnc(SCC(=O)Nc2cccc(Cl)c2)o1,6.7%[1.84 µM],-5%,i,-0.5%,6%,1%,1.2%,i,21%,1%,1%
COc1ccc(S(=O)(=O)n2cnc3cc(C)c(C)cc32)cc1C,0.8%,-7%,x,0.8%,-4%,-4%,-1.3%,x,14%,0%,-11%
CN(C)C(=O)c1ccc(-c2ccc3ncnc(N4CCNCC4)c3c2)cc1,-0.6%,-6%,i,0.6%,3%[9.22 µM],-1%,-0.2%,i,u,-2%,10%
CCCCCn1c(=NC(C)=O)c(C#N)cc2c(=O)n3ccccc3nc21,-0.7%[0.369 µM],-1%,7.4e-07M*,-0.4%,-2%,x,-0.3%,1.1e-06M*,3.2µM*,4%,-22%
CC(=O)c1c(N2CCN(c3cccc(Cl)c3)CC2)nc(=S)n(-c2ccccc2)c1C,-2.5%,0%,1.5e-05M*,-1.7%,-2%,-2%,-0.6%,2.1e-05M*,-14%,-18%,-24%
CCNC(=O)COc1ccc(Br)cc1Cl,1.6%,-3%,i,0.3%,0%,-3%,-0.8%,i,3%,1%,3%
O=C(CSc1nnc(-c2cccs2)o1)NCC1CN(Cc2ccccc2)CCO1 (configuration not stated),-0.4%[57.5 µM],-3%,i,2.5%,-2%,-8%,1.6%,i,-5%,-6%,8%
COc1ccc(OC)c(S(=O)(=O)NCCO)c1,-1.5%,7%,i,0.7%,0%,4%,-0.2%,i,-3%,-3%,13%
O=S(=O)(NCC1CCCO1)c1cc(Br)c(Br)s1 (configuration not stated),-1.3%,3%,i,2.5%,4%,7%,-0.5%,i,1%,3%,1%
COc1ccc(N(CN2C(=O)c3ccccc3C2=O)C(=O)C(C)C)cc1,6.3%,-2%,i,-0.6%,1%,6%,-0.8%,i,-1%,-1%,1%
CCOc1ccccc1NC(=O)CCn1c(=O)oc2ccccc21,-2.9%,0%,i,-3.3%,-1%,1%,1.6%,i,-14%,-1%,8%
CC12C(=O)N(c3cccc4cccnc34)C(=O)C1C1C=CC2C1 (configuration not stated),0.2%,1%,x,-3.2%,5%,0%,-0.8%,x,5%,-4%,7%
O=C(O)C1C2C=CC(C2)C1C(=O)Nc1ccc(C(=O)N2CCCCC2)c(Cl)c1 (configuration not stated),-1.1%,-10%,i,-3.1%,4%,3%,-1.9%,i,-4%,-2%,8%
CC1(C)Cc2cccc(OCC(O)CNCc3ccccn3)c2O1 (configuration not stated),0.1%[57.5 µM],-7%,i,-1.9%,0%,5%,0.2%,i,-8%,u,67%[activator]
CCCC(=O)c1c(NC(C)C)cc(C)oc1=O,2.5%,-1%,i,0.3%,6%,4%,-1.9%,i,13µM*,-2%,5%
Cc1ccc(C(=O)N2CCN(c3ccccc3)CC2)cc1C,-1.0%[9.22 µM],1%,x,-2.5%,-4%,8%,0.6%,x,0%,u,-20%
O=C(O)CCn1c(SCc2ccccc2)nc2ccccc21,1.5%,-1%,x,-2.0%,4%,-1%,-1.8%,x,0%,-1%,5%
O=C(CC(C(=O)O)N1CCOCC1)Nc1ccc(Cl)cc1 (configuration not stated),0.1%,-6%,i,0.5%,-3%,2%,-0.1%,i,-7%,-1%,-8%
COc1ccc(OC)c(N=C2C(=O)Nc3ccccc32)c1,0.1%[9.22 µM],-7%,x,0.3%,0%,-10%,0.5%,x,-3%,-4%,10%

# Assay outcomes deposited in PubChem BioAssay by National Center for Advancing Translational Sciences (NCATS).
